Source: PubChem BioAssay
inhibitors of VEEV = inhibitors of VEEV TC-83 cytopathic effect, confirmation, Vero cells (AID 588727); hit rate 0.13% among 350,000; one-dose inhibition, % at 20 µM; IC50 in µM for titrated hits; Vero cells, VEEV TC-83 cytopathic effect inhibition; higher % means a stronger effect; in the data active = a potency from the dose series; inconclusive = inhibition mostly from about 14% at the one dose, without a potency; inactive = the rest, 99 in 100 with inhibition below about 12%; also: strong numbers were not always called active
PhoP GFP inhibition = PhoP regulon inhibitors, Salmonella typhi PhoP promoter GFP reporter, confirmatory (AID 1850); Salmonella Typhi PhoP-promoter GFP reporter, fluorescence, 4 h; higher % means a stronger effect; inhibition, % at 50 µM, or IC50 in µM where a hit was titrated; hit rate 0.33% among 310,000; in the data active = a potency from the dose series; inconclusive = inhibition mostly from about 25% at the one dose, without a potency; inactive = the rest, 99 in 100 with inhibition below about 19%;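 also: 0% = induced wells with vehicle and 100% = uninduced wells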
tuberculosis growth = growth inhibition of non-replicating M. tuberculosis (AID 488890); Mycobacterium tuberculosis non-replicating, growth inhibition; higher % means a stronger effect; one-dose inhibition, % at 25 µM; IC50 in µM for titrated hits; hit rate 0.39% among 320,000; in the data active = a potency from the dose series; inconclusive = inhibition mostly from about 82% at the one dose, without a potency; inactive = the rest, 99 in 100 with inhibition below about 76%;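 also: plate controls were DMSO cells for no effect and high antibiotic wells for full effect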
M. tuberculosis HTS = M. tuberculosis growth inhibition, HTS (AID 449762); hit rate 0.59% among 330,000; inhibition, % at 25 µM, or IC50 in µM where a hit was titrated; M. tuberculosis H37Rv growth inhibition, 7H9 media; higher % means a stronger effect; in the data active = a potency from the dose series; inconclusive = inhibition above about 70% without an active follow-up result;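 also: bacterial growth assessed after seven days of incubation; strong numbers were not always called active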
H1N1 NS1A inhibition = H1N1 influenza NS1A inhibitors, functional cell based assay (AID 504329) | NS1A functional cell-based assay, percent inhibition; higher % means a stronger effect | one-dose inhibition, % at 12.5 µM; IC50 in µM for titrated hits | hit rate 0.3% among 340,000; in the data active = a potency from the dose series; inconclusive = inhibition above about 27% without an active follow-up result; also: strong numbers were not always called active
inhibitors of VEEV 10K pilot screen = recorded beside inhibitors of VEEV, whose call it bears; inhibition, %; measured here: 10K pilot screen inhibition
The depositor's hits bear a star; i = inactive; ? = inconclusive; · = no result given. Rows are unselected; 1.5% or so of the library scored in one or more.

Preview (four entries):
SMILES	inhibitors of VEEV	PhoP GFP inhibition	tuberculosis growth	M. tuberculosis HTS	H1N1 NS1A inhibition	others
CC1CCC(C(C)C)C(OC(=O)C2=C3c4ccccc4S(=O)(=O)N3CC2)C1 (stereo not given)	0.8%	4.8%	-14.1%	-0.8%	-0.9%
O=C(Nc1nc(-c2ccc(Br)cc2)cs1)c1cccnc1	0.7%	7.3%	6.4%	1.9%	-5.2%
COc1ccccc1OCC(=O)Nc1ccc(S(=O)(=O)N2CCCC2)cc1	1.9%	6.4%	-0.7%	1.7%	2.8%
COc1ccc(C(=S)N2CCC(C(N)=O)CC2)cc1Br	0.7%	-1.8%	-11.7%	-5.3%	0.9%

The whole of this part, from the start:
SMILES	inhibitors of VEEV	PhoP GFP inhibition	tuberculosis growth	M. tuberculosis HTS	H1N1 NS1A inhibition	others
CC1CCC(C(C)C)C(OC(=O)C2=C3c4ccccc4S(=O)(=O)N3CC2)C1 (stereo not given)	0.8%	4.8%	-14.1%	-0.8%	-0.9%
O=C(Nc1nc(-c2ccc(Br)cc2)cs1)c1cccnc1	0.7%	7.3%	6.4%	1.9%	-5.2%
COc1ccccc1OCC(=O)Nc1ccc(S(=O)(=O)N2CCCC2)cc1	1.9%	6.4%	-0.7%	1.7%	2.8%
COc1ccc(C(=S)N2CCC(C(N)=O)CC2)cc1Br	0.7%	-1.8%	-11.7%	-5.3%	0.9%
O=c1[nH]c(CSc2ncn[nH]2)nc2ccccc12	0.7%	4.5%	-14.0%	-4.9%	7.2%
Cc1c(Br)c([N+](=O)[O-])nn1CC(=O)Nc1cccc2nonc12	0.2%	11.8%	-14.3%	3.8%	-7.8%
O=c1[nH]c(SCc2nc3ccccc3n2Cc2ccccc2)nc2ccccc12	i	10.0%	-11.6%	1.3%	-5.3%
C=CCn1c(SC(C)C(=O)Nc2ccc(Cl)cn2)nnc1C1CC1 (stereo not given)	0.6%	-2.4%	1.7%	18.3%	5.7%
Cc1c(Nc2cc(=O)oc3ccccc23)c(=O)n(-c2ccccc2)n1C	0.9%	6.0%	-12.9%	-1.5%	-1.0%
COc1ccc(C(=O)COC(=O)c2sc(C)nc2C)cc1OC	7.0%	·	19.0%	-1.5%	1.9%
CCn1c(CC(=O)Nc2ccc(C)cc2)nnc1SCC(=O)Nc1nc(C)cs1	1.3%	-17.4%	4.2%	-7.4%	6.6%
CCn1cc(C(=O)NCCCN2CCCC(C)C2)c(=O)c2cc(S(=O)(=O)N3CCc4ccccc4C3)ccc21 (stereo not given)	i	-8.4%	7.5%	-3.1%	5.9%
CCOc1ccc(N2C(=O)CC(N3CCN(C(=O)CN4CCCC4)CC3)C2=O)cc1 (stereo not given)	i	-10.1%	12.5%	-3.1%	-13.3%
COc1ccccc1C(=O)NNC(=O)C(=O)Nc1ccc(C)cc1	1.6%	-1.9%	?	?	2.8%
COc1ccc(N2CCN(C(=O)CSc3nnc4c(C)cc5cc(C)ccc5n34)CC2)cc1	i	2.7%	41.9%	?	6.2%
COC(=O)c1ccc(NC(=O)c2ccccc2SC)cc1	i	-5.0%	-8.5%	-13.2%	17.2%
Cc1nnc(N/N=C/c2c(O)n(-c3cccc(C(F)(F)F)c3)c(=O)c3ccccc23)[nH]c1=O	·	12.1%	-1.0%	3.0%	·
CCCC(=O)N1CCCC(c2nc(-c3cccs3)no2)C1 (stereo not given)	i	-6.3%	6.7%	-0.8%	-5.7%
CN(CCOc1ccc(Br)cc1)CC(=O)Nc1cccc(S(=O)(=O)NC2=NCCC2)c1	4.0%	22.9%	6.1%	2.5%	-21.7%
CN1C(c2ccc(F)cc2)=CS/C1=C(\C#N)c1nnc2n1-c1ccccc1SC2	5.5%	-9.8%	40.0%	?	-1.8%
O=C(c1ccccc1)N1N=C(c2ccco2)CC1c1cccs1 (stereo not given)	0.1%	-4.5%	8.7%	33.1%	3.2%
Cc1c(NC(=O)c2nn3c(c2Br)NC(c2ccccc2)CC3C(F)(F)F)c(=O)n(-c2ccccc2)n1C (stereo not given)	0.9%	-3.5%	12.8%	3.4%	7.4%
COc1ccc(C(=O)/C=C/c2ccc3c(c2)OCCO3)cc1	5.4%	11.7%	73.5%	13.8%	5.4%
COc1ccc(-c2csc(N(CCCN(C)C)C(=O)c3ccccc3F)n2)cc1	1.5%	-5.0%	46.8%	11.7%	8.2%
O=C(Nc1nc(-c2ccncc2)cs1)C1COc2ccccc2O1 (stereo not given)	8.3%	·	79.3%	0.3%	8.2%
CC1CCN(CCCNC(=O)c2coc3nc4ccccc4nc23)CC1	1.7%	-10.7%	23.9%	2.2%	-1.0%
O=C(O)CCn1c(=O)[nH]c(=O)n(CCC(=O)O)c1=O	1.8%	-8.3%	0.6%	5.0%	-13.7%
CC(=O)N(CN1C(=O)C2CC=CCC2C1=O)c1cccc(Cl)c1 (stereo not given)	1.4%	13.0%	4.6%	-3.5%	-2.5%
O=C(Nc1ccccc1N1CCN(c2ccc(F)cc2)CC1)C1CCCCC1	0.6%	·	·	·	16.3%
c1ccc(CSc2nnc(-c3cccs3)o2)cc1	i	-4.8%	?	13.6%	2.2%
COC(=O)CNC(=O)COC(=O)c1ccc(Cl)nc1	0.4%	7.8%	3.8%	-12.1%	7.4%
CCC(C)(C)NC(=O)C(c1cccn1C)N(C(=O)Cn1nnc2ccccc21)c1ccc(NC(C)=O)cc1 (stereo not given)	0.3%	3.2%	17.4%	-4.2%	-2.3%
CCCOc1ccc(N2C(=O)C/C(=C\c3ccccc3)C2=O)cc1	0.9%	2.5%	-4.3%	11.8%	·
CC1NC(=O)NC1CCCCCC(=O)NCCc1ccccc1 (stereo not given)	i	-7.2%	37.3%	2.1%	?
CCN(CC)C(=O)c1ccc(NS(=O)(=O)c2ccc3[nH]c(=O)[nH]c3c2)cc1	1.6%	-5.2%	-4.6%	1.3%	-0.5%
COCCCNC(=O)c1c(F)c(F)c(F)c(F)c1F	1.4%	-6.9%	-11.7%	-0.9%	7.0%
CC1CC(=Cc2ccc([N+](=O)[O-])cc2)C(=O)O1 (stereo not given)	3.3%	·	·	·	1.0%
CCN(CC)c1ccc(C(=O)OCC(=O)Nc2cccc(S(=O)(=O)NC3=NCCCCC3)c2)cc1	7.5%	19.5%	13.9%	0.1%	-0.2%
Cc1nn(C)cc1/C=N\NC(=O)c1csc2c1CCCC2	7.0%	4.5%	3.1%	-2.6%	-6.8%
CCn1ccnc1CN1CCCC(C(=O)c2cccc(C(F)(F)F)c2)C1 (stereo not given)	1.3%	-8.0%	23.1%	13.4%	-4.5%
Cc1ccc(OCC(=O)NCCS(=O)(=O)N2CCN(c3ccccc3)CC2)cc1	0.5%	11.0%	4.6%	-1.5%	-4.5%
C#CCOCCOCCOCCNc1nc(N2CCN(C(=O)CCCCCCCCCCNC(=O)[C@@H]([C@H](C)O)n3cc(C)nn3)CC2)nc(N2CCN(C(=O)CCCCCCCCCCNC(=O)[C@@H]([C@H](C)O)n3cc(C)nn3)CC2)n1	1.5%	10.9%	15.9%	10.7%	1.3%
O=C(CN1CCN(CC(=O)Nc2ccc(F)cc2)CC1)NCC1(N2CCOCC2)CCCCC1	i	·	24.4%	-10.9%	-6.8%
CCc1nnc(NC(=O)c2cc(S(=O)(=O)N3CCCCC3)ccc2N2CCOCC2)s1	0.6%	-5.0%	-1.1%	1.8%	2.3%
CCOc1ccc(NC(=O)CC2SC(=O)N(c3ccccc3)C2=O)cc1 (stereo not given)	0.9%	5.6%	12.9%	?	0.0%

An excerpt from above in order of number of heavy atoms, descending.
SMILES	inhibitors of VEEV	PhoP GFP inhibition	tuberculosis growth	M. tuberculosis HTS	H1N1 NS1A inhibition	others
O=C(CN1CCN(CC(=O)Nc2ccc(F)cc2)CC1)NCC1(N2CCOCC2)CCCCC1	i	·	24.4%	-10.9%	-6.8%
CCn1ccnc1CN1CCCC(C(=O)c2cccc(C(F)(F)F)c2)C1 (stereo not given)	1.3%	-8.0%	23.1%	13.4%	-4.5%
O=C(Nc1nc(-c2ccc(Br)cc2)cs1)c1cccnc1	0.7%	7.3%	6.4%	1.9%	-5.2%

(cont.)
SMILES	inhibitors of VEEV	PhoP GFP inhibition	tuberculosis growth	M. tuberculosis HTS	H1N1 NS1A inhibition	others
Cc1cccc(N(CC(=O)NC2CCCC2)C(=O)c2nsc(Cl)c2Cl)c1C	3.1%	-2.6%	-7.0%	-1.2%	2.7%
Cn1c(-c2ccc(Cl)nc2)nc2cc(Cl)ccc21	0.2%	-1.0%	9.6%	-2.8%	-32.6%
S=c1[nH]c2cc(Cl)ccc2s1	2.7%	-5.9%	47.1%	-1.1%	-0.1%
O=C(c1ccc2ccccc2c1)N1CCN(c2ccccn2)CC1	1.3%	-4.6%	11.5%	1.4%	0.6%
O=C(COC(=O)c1ccc(O)cc1)Nc1cc(S(=O)(=O)N2CCOCC2)ccc1Cl	6.7%	·	29.8%	-5.0%	7.9%
O=C(NCc1ccccc1)C(c1cccs1)N(C(=O)c1csnn1)C1CC1 (stereo not given)	i	-9.7%	7.4%	-17.1%	-7.7%
Cc1ccc(NC(=O)CCC(=O)N2CCOc3ccccc32)c(Cl)c1	2.6%	-5.4%	6.0%	-8.1%	4.0%
Cc1ccc2c(c1)cc(CN(Cc1ccco1)S(=O)(=O)c1ccccc1)c1nnnn12	i	-7.9%	8.7%	-3.0%	12.6%	inhibitors of VEEV 10K pilot screen=0.0
CCc1cccc(NC(=O)c2ccc(Cn3nc(C)cc3C)o2)c1	1.2%	-1.8%	1.2%	-0.8%	-1.6%
COc1ccc(C(=O)NC(=S)NNC(=O)c2ccc3ccccc3n2)cc1	44.0%	-2.2%	?	5.8%	12.2%
CN(Cc1cnn(C)c1)C(=O)C1CCC(=O)N(Cc2cccc(C(F)(F)F)c2)C1 (stereo not given)	0.2%	-7.5%	-10.2%	-16.8%	0.0%
CCn1c(C(=O)Nc2ccsc2C(=O)OC)cc2sc(Cl)cc21	0.8%	·	7.6%	-7.8%	-5.5%
Cc1cc(C)nc(NS(=O)(=O)c2ccc(NC(=O)CSc3nc4ccccc4[nH]3)cc2)n1	0.8%	0.1%	44.8%	-3.5%	1.9%
CCOc1ccccc1NC(=O)CCNS(=O)(=O)c1ccc2[nH]c(=O)oc2c1	0.1%	1.7%	-15.8%	-0.6%	-5.2%
O=S(=O)(NCC1OCCc2ccccc21)c1ccc(S(=O)(=O)N2CCOCC2)cc1 (stereo not given)	0.0%	-7.6%	-4.8%	-3.7%	-8.0%
COc1cccc(C2c3cc4c(cc3OC(NNC(N)=O)C2C)OCO4)c1O (stereo not given)	10.6%	·	·	·	1.0%
S=c1[nH]nc(COc2ccccc2)n1/N=C/c1cccs1	1.4%	-12.2%	45.8%	-5.1%	-12.8%
CN(C(=O)Cc1ccc2c(c1)OCO2)C1CCCN(Cc2ccccc2F)C1 (stereo not given)	i	0.9%	1.0%	-6.3%	-2.8%
COc1ccc(NC(=O)COC(=O)C2CCN(S(=O)(=O)c3cccs3)CC2)cc1	1.0%	-9.1%	5.4%	0.5%	15.8%
Cc1ccc(S(=O)(=O)/C(C#N)=C/c2c(N3CCN(Cc4ccccc4)CC3)nc3ccccn3c2=O)cc1	i	-15.8%	12.1%	1.2%	11.1%
Fc1ccc(CNCCc2c[nH]c3ccccc23)cc1	i	11.8%	30.5%	2.8%	0.1%
COc1ccccc1N1C(=O)CC(Sc2nc(C)cc(C)n2)C1=O (stereo not given)	0.8%	3.8%	10.8%	1.3%	-2.4%
CCOC(=O)C/C(C)=N/NC(=O)CN(c1ccc(Br)cc1)S(=O)(=O)c1ccccc1	0.6%	-9.5%	-14.3%	-4.5%	-5.5%

Nothing new here: entries from further up.
SMILES	inhibitors of VEEV	PhoP GFP inhibition	tuberculosis growth	M. tuberculosis HTS	H1N1 NS1A inhibition	others
CN(C(=O)Cc1ccc2c(c1)OCO2)C1CCCN(Cc2ccccc2F)C1 (stereo not given)	i	0.9%	1.0%	-6.3%	-2.8%
COc1ccc(NC(=O)COC(=O)C2CCN(S(=O)(=O)c3cccs3)CC2)cc1	1.0%	-9.1%	5.4%	0.5%	15.8%
